# TSG101-PTAP inh: qHTS Assay for Iinhibitors of HIV-1 Budding by Blocking the Interaction of PTAP/TSG101; Tumor susceptibility gene 101 protein (Homo sapiens), Q99816; Fluorescence polarization, FITC-PTAP peptide / Tsg101 binding; Potency, µM (highest dose often 115 µM), without a hit: top-dose activity change, negative = inhibition, most hits filed as inhibitors; 340,000 tested, under 10 active; AID 493005, 2010; active = well fitted inhibition curve with a large enough effect in the main read-out, with a control signal flat, not every such curve was filed as active; inconclusive = small, poorly fitted or top-dose-only effect, or effect the other way, or a change in a side signal; inactive = no such curve, though single readings can be large or run the other way; note: potency is the fitted concentration of half-maximal effect; % of control where 0% means no effect
#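 Compounds were pin-transferred onto Tsg101 binding domain (10 uM final) in HEPES pH 7.5 buffer, then FITC-PTAP peptide was added at 50 nM final. After 20 min at RT, polarization reported peptide displacement across a qHTS concentration series.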
# Integrin act MD: qHTS for Activators of Integrin-Mediated Alleviation for Muscular Dystrophy; hit rate 0.064% among 350,000; Potency, µM (titrated, usually from 38.3 µM), for the others: at the top dose activation, actives largely listed as activators; alpha7betagal myoblasts, beta-gal FDG fluorescence, 48 h;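 note: potency is the fitted concentration of half-maximal effect; 100% = response of the positive control SU9516; nearly all actives have a fitted effect of over 60% in size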
#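 alpha7betagal+/- myoblasts (passage 13, 250/well) treated 48 h at 37C with compounds at 1:260 dilution of DMSO stock. Lysed, then beta-galactosidase activity read as FDG fluorescence (ex 480/em 540) after 30 min, with pre-read for autofluorescence.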
# Coupling enz: qHTS Assay for Inhibitors of Fructose-1,6-bisphosphate Aldolase from Giardia Lamblia: Coupling assay counterscreen; coupling enzyme system counterscreen, AmpLite Red fluorescence; activity change, negative = inhibition, % at 58.2 µM, hits read low; hit rate 0.67% among 290,000; AID 2472, 2010; in the data active = activity change below about -30%; note: % is set by controls: 0 for no effect and ±100 for the full control effect
#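 Fluorescence at 525 nm excitation and 598 nm emission measured inhibition of the coupled detection system without aldolase. Compounds (at 57.5 uM final) were preincubated 10 min at room temperature with coupling enzyme reagent before a 20 min substrate/AmpLite Red step.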
# Giardia killer: Small Molecules that selectively kill Giardia lamblia: qHTS | Giardia lamblia trophozoite viability | activity change, % at 7.66 µM, hits read low | hit rate 0.15% among 340,000 | AID 540267, 2011; in the data active = activity change below about -80%; inconclusive = between about -30% and that limit;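 note: parasites exposed to compound for two days anaerobically before the ATP read; % is set by controls: 0 for no effect and ±100 for the full control effect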
#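 Luminescent ATP signal served as the viability read-out, measured 15-30 min after adding ATP detection reagent to trophozoites that had been incubated with compounds for 48 hrs at 37 deg C anaerobically at 100 cells/well.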
# B2AR arrestin: qHTS assay of beta-arrestin-biased ligands of beta2-adrenergic receptor. Beta-2 adrenergic receptor (Homo sapiens), P07550. beta-arrestin recruitment to beta2AR, cell-based reporter. Potency, µM (titrated, usually from 46.1 µM), without a hit: top-dose activation, most hits filed as activators. hit rate 0.02% among 330,000;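 note: potency is the fitted concentration of half-maximal effect; 0% = DMSO controls and full agonism = EC100 isoproterenol or metaproterenol; nearly all actives have a fitted effect of over 65% in size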
# PKM2 act: qHTS Assay for Activators of Human Muscle isoform 2 Pyruvate Kinase. hit rate 0.34% among 260,000. purified PKM2, Kinase-Glo ATP luminescence, activation; response scale: 0% is enzyme alone, no compound. Pyruvate kinase PKM (Homo sapiens), P14618. Potency, µM (top dose mostly 57.5 µM), inactives show at the top dose activation, most hits filed as activators; note: potency is the fitted concentration of half-maximal effect; % is set by controls: 0 for no effect and ±100 for the full control effect; nearly all actives have a fitted effect of over 55% in size
#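 Purified hPK-M2 (>95%) run at intermediate activity with 0.1 mM ADP and 0.5 mM PEP in 50 mM imidazole pH 7.2, KCl, MgCl2; 1 h room temperature. ATP formed read by Kinase-Glo luminescence; normalized to uninhibited and no-enzyme controls.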
# S-ASM inh: Inhibitors of Secretory Acid Sphingomyelinase (S-ASM): qHTS. placental ASM, HMU-PC fluorogenic substrate, 60 min. Potency, µM (highest dose often 57.5 µM), without a hit: top-dose activity change, negative = inhibition, actives largely listed as inhibitors. Sphingomyelin phosphodiesterase (Homo sapiens), P17405. hit rate 0.006% among 340,000; note: potency is the fitted concentration of half-maximal effect
#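 Human placenta-derived ASM preincubated with compound 10 min at room temperature, then reacted with 9 uM (final) fluorogenic HMU-PC substrate for 60 min at 37 C. Stop solution raises pH to 10; fluorescence read at Ex 386/Em 447 nm.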
# Menin MLL FP TR: qHTS Assay for Inhibitors Targeting the Menin-MLL Interaction in MLL Related Leukemias: Competition With Texas Red Labeled MLL-derived Mutant Peptide; Menin + Texas Red MLL mutant peptide, fluorescence polarization; Potency, µM (highest dose often 61.6 µM), without a hit: at the highest dose FP activity change, negative = inhibition, usual class: inhibitors; hit rate 0.23% among 270,000; active = well fitted inhibition curve with a large enough effect in the polarisation, with a control signal flat, not every such curve was filed as active; inconclusive = small, poorly fitted or top-dose-only effect, or effect the other way, or a change in a side signal; inactive = no such curve, though single readings can be large or run the other way; the % refers to the polarisation; note: potency is the fitted concentration of half-maximal effect; % of control where 0% means no effect; many of its hits are not listed in these tables
# Target sequence (O00255 whole entry, looked up): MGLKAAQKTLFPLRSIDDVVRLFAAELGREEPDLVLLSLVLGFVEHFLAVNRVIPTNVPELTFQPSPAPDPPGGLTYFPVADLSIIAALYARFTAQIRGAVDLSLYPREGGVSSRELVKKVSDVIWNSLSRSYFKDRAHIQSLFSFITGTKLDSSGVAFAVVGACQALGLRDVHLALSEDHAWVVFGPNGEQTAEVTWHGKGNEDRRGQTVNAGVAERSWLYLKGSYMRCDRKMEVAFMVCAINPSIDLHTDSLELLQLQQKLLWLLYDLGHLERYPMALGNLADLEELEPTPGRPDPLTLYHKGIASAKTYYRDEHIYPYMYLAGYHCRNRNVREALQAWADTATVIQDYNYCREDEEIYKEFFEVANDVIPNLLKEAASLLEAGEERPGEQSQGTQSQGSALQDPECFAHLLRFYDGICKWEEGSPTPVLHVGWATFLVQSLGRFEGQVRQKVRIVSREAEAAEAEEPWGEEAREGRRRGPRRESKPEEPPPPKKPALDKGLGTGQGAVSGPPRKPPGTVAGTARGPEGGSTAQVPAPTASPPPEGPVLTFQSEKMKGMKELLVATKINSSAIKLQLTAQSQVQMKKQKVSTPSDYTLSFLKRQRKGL
# Tb PFK inh: qHTS Assay to Find Inhibitors of T. brucei phosphofructokinase; T. brucei PFK, ADP-Glo luminescence; hit rate 0.17% among 330,000; AID 485367, 2010; ATP-dependent 6-phosphofructokinase (Trypanosoma brucei brucei), O15648; Potency, µM (top dose mostly 57.5 µM), for the others: at the highest dose activity, negative = inhibition, usual class: inhibitors;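 note: potency is the fitted concentration of half-maximal effect; 0% = uninhibited 1x PFK enzyme wells and -100% = no-enzyme wells; nearly all actives have a fitted effect of over 60% in size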
#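 Luminescent ADP detection (ADP-Glo, two-step: ATP depletion then ADP-to-ATP conversion for luciferase) reported PFK activity after 45 min room-temperature reaction of 1.25 nM enzyme with 0.5 mM F6P and 0.1 mM ATP at pH 8.0.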
# GALK inh: qHTS Assay for Inhibitors of Human Galactokinase (GALK); P51570; Purified GALK, Kinase-Glo residual ATP luminescence; Potency, µM (top dose mostly 57.5 µM), for the others: top-dose activity change, negative = inhibition, actives largely listed as inhibitors; hit rate 0.007% among 270,000; AID 1868, 2009; note: potency is the fitted concentration of half-maximal effect; % is set by controls: 0 for no effect and ±100 for the full control effect
# Target sequence (P51570 whole entry, looked up): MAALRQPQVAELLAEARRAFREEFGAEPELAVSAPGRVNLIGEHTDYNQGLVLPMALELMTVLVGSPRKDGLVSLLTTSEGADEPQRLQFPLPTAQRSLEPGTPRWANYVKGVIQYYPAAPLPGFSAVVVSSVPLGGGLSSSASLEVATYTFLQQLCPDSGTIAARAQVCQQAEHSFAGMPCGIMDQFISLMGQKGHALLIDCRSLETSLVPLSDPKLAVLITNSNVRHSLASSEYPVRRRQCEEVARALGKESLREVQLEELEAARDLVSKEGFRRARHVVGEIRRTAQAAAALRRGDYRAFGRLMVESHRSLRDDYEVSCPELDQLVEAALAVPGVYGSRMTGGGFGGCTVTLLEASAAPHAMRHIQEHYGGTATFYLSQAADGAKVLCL
#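 Compounds were pin-transferred into ATP buffer (35 uM final), then GALK plus galactose (5 nM, 100 uM final) was added. After 1 h at room temperature, Kinase-Glo Plus was added and luminescence read after 10 min.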
# Chronic BCR inh: qHTS Assay to Find Inhibitors of Chronic Active B-Cell Receptor Signaling. Potency, µM (series often up to 46.1 µM), for the others: at the highest dose ratio change, negative = lower green/red ratio, hits mostly inhibitors. ABC-DLBCL IkBa-CBG/CBR reporter, luminescence ratio, 4 h. AID 493014, 2011. hit rate 0.05% among 340,000; active = well fitted inhibition curve with a large enough effect in the signal ratio, with a control signal flat, not every such curve was filed as active; inconclusive = small, poorly fitted or top-dose-only effect, or effect the other way, or a change in a side signal; the % refers to the signal ratio;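 note: potency is the fitted concentration of half-maximal effect; plate controls were basal doxycycline-induced cells for no effect and cells given 10 µM MG132 for full effect; MG132 reads +100%, hits lower the ratio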
#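 Compounds up to 46 uM were incubated four hours with TMD8 cells whose green CBG68 luciferase is fused to IkappaBalpha; red CBR luminescence normalised the signal, and concentration-effect curves were fitted to fusion, red and ratio data.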
# Numbers without * were called inactive; ? = inconclusive; . = no result given; [ ] = remark or other dose. Unless noted, calls come from the whole dose curve; as a rule, active = well fitted curve in the direction sought with a large enough effect; inconclusive = small, poorly fitted or top-dose-only effect, or another doubt; inactive = no such curve, though single readings can be large; an effect the other way counts as inactive or inconclusive.
SMILES,TSG101-PTAP inh,Integrin act MD,Coupling enz,Giardia killer,B2AR arrestin,PKM2 act,S-ASM inh,Menin MLL FP TR,Tb PFK inh,GALK inh,Chronic BCR inh
Cc1oc(-c2ccccc2F)nc1CS(=O)(=O)CC(=O)N1CCN(Cc2ccccc2)CC1,2.8%,21.4%,2.5,-6.3,0.5%,-2.1%,4.1%,7.7%,-1.9%,-2.0%,-8.5%
CCOC(=O)c1c(C)[nH]c(C(=O)OCC(=O)NC2CCS(=O)(=O)C2)c1C (centres undefined),-10.4%,23.4%,0.8,3.9,-1.1%,-0.7%,4.8%,-13.1%,1.3%,0.0%,-3.4%
O=C(Nc1cccc(Cl)c1)C1C2C=CC3(O2)C1C(=O)N(CCCN1CCCCC1)C3C(=O)NC1CCCCC1 (centres undefined),-4.3%,2.0%,0.6,?,0.2%,3.2%,-1.4%,-11.3%,0.8%,15.1%,-6.9%
CCN(c1ccccc1C(=O)O)S(=O)(=O)c1cccc2nsnc12,-0.1%,10.1%,-0.1,-1.6,-0.8%,.,-1.1%,2.7%,-0.8%,.,8.0%
CSc1ccccc1NC(=O)COC(=O)/C=C/c1ccco1,0.1%,5.3%,.,-7.1,-0.7%,.,2.0%,.,?,.,?
COC(=O)c1sc2ccccc2c1-n1cccc1C(=O)C(=O)Nc1ccc(OC)cc1,1.4%,-44.2%,-3.5,6.8,-1.0%,-16.6%,-7.9%,.,0.1%,8.2%,13.4%
FC(F)c1nnc2ccc(Cl)nn12,-8.5%,-14.5%,1.1,-8.3,-0.2%,0.5%,1.6%,8.2%,-3.5%,8.6%,8.7%
COc1ccc(Cn2c(C)c(C)c(C#N)c2NC(=O)Nc2ccccc2)cc1,0.6%,-11.6%,1.7,4.0,-0.9%,1.8%,-0.9%,2.2%,6.9%,-1.2%,2.6%
O=C(c1cnn(C(=O)c2ccccc2F)c1)c1ccccc1O,-3.7%,9.7%,.,-17.4,0.2%,.,3.2%,.,-0.2%,.,?
O=C(Nc1cccc(C(=O)O)c1)/C(=C\c1ccco1)NC(=O)c1ccccc1Cl,-1.9%,-5.5%,-1.8,12.9,0.2%,.,-0.6%,.,3.4%,0.3%,1.3%
O=C(NNC(=S)Nc1ccccc1)c1cc(-c2cccnc2)nc2ccccc12,-2.0%,5.5%,8.0,-6.9,0.3%,-9.9%,4.7%,?,-0.2%,-0.8%,10.5%
CC(=O)OC1CCC2(C)C(=CCC3C2CCC2(C)C3CC3OC4(CCC(C)CN4)C(C)C32)C1 (centres undefined),0.0%,-10.6%,2.5,28.7,-0.3%,-16.4%,-1.0%,.,1.3%,2.1%,0.6%
CC(=O)c1cnn(-c2cc(Oc3ccccc3C)ncn2)c1C,-2.2%,2.0%,0.2,-6.7,0.0%,-8.6%,2.0%,.,-2.9%,-1.6%,-19.4%
Cc1ccc(NC(=O)C2CCCN2C(=O)c2cccs2)c(C)c1 (centres undefined),-0.8%,-18.4%,6.7,0.6,-0.4%,.,0.1%,11.0%,-2.0%,-0.7%,0.9%
Cc1ccc(OC(=O)CCN2C(=O)c3ccccc3C2=O)cc1C,-5.9%,-9.2%,-1.7,-3.5,-0.2%,3.0%,2.7%,-13.3%,3.1%,-1.2%,-11.8%
CCOC(=O)CC1CCCCN1Cc1cn(C)nc1-c1ccc2c(c1)OCCO2 (centres undefined),-5.0%,-10.7%,1.2,7.2,0.4%,0.5%,4.9%,9.7%,-0.3%,7.6%,-18.2%
CCc1c(C)nc(SCCOc2ccc(OC)cc2)[nH]c1=O,-6.8%,10.8%,-1.0,2.4,-0.1%,-3.0%,-3.7%,-0.2%[11.7 µM],-2.7%,1.8%,?
CCc1nnc(NC(=O)CSc2nc3c(cc2C#N)CCCC3)s1,-5.9%,9.8%,2.1,?,0.0%,5.4%,0.1%,22.2%,-6.0%,-0.8%,2.9%
NS(=O)(=O)c1ccc(NCCCn2ccnc2)c([N+](=O)[O-])c1,-0.4%,?,1.6,4.5,-0.3%,24.0%,-0.4%,8.6%,-0.4%,-0.1%,-1.4%
Fc1ccc(-c2nnc(-c3ccc(Cl)cc3Cl)o2)cc1,-5.6%,20.8%,-1.0,?,-0.3%,-1.1%,1.9%,-8.6%,-3.9%,-0.3%,?
CN1CCN(c2ccc(NC(=O)c3ccc4c(c3)OCO4)cc2)CC1,-4.6%,0.0%,1.2,-9.6,0.0%,1.8%,1.0%,2.1%,-4.9%,4.7%,-9.5%
Cn1c(=O)c2c(nc(NCCO)n2C)n(C)c1=O,-1.7%,-6.9%,2.9,-8.3,-0.1%,-0.8%,0.7%,7.9%,-0.1%,-0.9%,12.0%
Cc1cc(S(=O)(=O)NCCC2=CCCCC2)ccc1Br,-0.4%,-9.9%,.,-11.6,-0.4%,.,-7.1%,.,0.5%,.,13.6%
CCCN1CCN(CCCNC(=O)CN2C(=O)c3cccnc3Oc3ccc(C)cc32)CC1,-5.4%,-17.1%,-1.9,4.8,-0.3%,.,3.1%,-14.3%,1.1%,2.5%,?
Cn1nccc1C(=O)NC1CCCc2c1cnn2-c1ccc(C(C)(C)C)cc1 (centres undefined),-1.9%,0.0%,.,10.6,-0.3%,-6.7%,.,.,-1.3%,-2.9%,?
# The list goes on:
SMILES,TSG101-PTAP inh,Integrin act MD,Coupling enz,Giardia killer,B2AR arrestin,PKM2 act,S-ASM inh,Menin MLL FP TR,Tb PFK inh,GALK inh,Chronic BCR inh
CC1C/C(=C/c2cccs2)C(=O)/C(=C/c2cccs2)C1 (centres undefined),1.2%,4.2%,-0.9,11.4,-0.8%,0.2%,-10.4%,9.2%,-1.8%,.,0.7%
Cc1ccccc1Nc1nc(N)nc(CN(C)Cc2ccccc2Cl)n1,-6.3%,0.0%,0.5,0.0,-0.3%,-6.5%,0.3%,2.6%,0.3%,-0.9%,-3.1%
C#CCNc1ccc(C(=O)OCC)cc1,0.3%,11.7%,0.5,17.9,-1.1%,1.3%,5.2%,18.2%,1.4%,-1.4%,?
COc1ccc(C(CNC(=O)C2CC(=O)N(Cc3ccccc3)C2)N2CCOCC2)cc1 (centres undefined),-3.6%,-25.0%,.,2.7,-0.2%,.,-3.7%,.,4.0%,.,-0.4%
Cc1cnc(NC(=O)CSc2ccc(Cl)cc2)s1,-8.3%,11.1%,1.8,19.4,0.2%,2.4%,0.0%,22.0%,1.6%,1.3%,5.9%
O=C(NCCc1ccc(Cl)cc1)C1CCCN1C(=O)NCc1ccccc1 (centres undefined),1.7%,-13.0%,6.4,21.7,-0.2%,-0.2%[11.5 µM],5.4%,-9.2%,1.3%,-1.4%,-5.5%
O=C(CSc1n[nH]c(-c2ccncc2)n1)c1cccc([N+](=O)[O-])c1,-5.9%,0.6%,4.5,-6.9,-0.1%,0.0%,2.7%,1.2%,1.3%,-0.3%,-0.2%
CCOC(=O)c1sc(=S)n(C)c1NC(=O)c1ccc(OC)cc1,-1.1%,21.1%,-18.1,32.1[activator],0.7%,-11.0%,3.1%,.,?,4.7%,?
Cc1c(C(=O)N(C)Cc2ccc(OC(F)F)cc2)oc2ccccc12,-5.7%,-25.4%,-0.6,3.2,-0.3%,.,-2.4%,.,1.3%,5.5%,-5.0%
CC(C)(C)NC(=O)CSc1nncn1-c1ccccc1,-1.3%,24.1%,-1.2,9.9,-1.3%,-8.5%,-2.6%,-17.7%,2.1%,-1.4%,-9.3%
O=C(Nc1cccc(S(=O)(=O)Nc2ccc(Cl)cc2)c1)c1ccc[n+]([O-])c1,2.2%,?,1.8,-5.3,-0.3%,7.2%,-1.1%,.,1.6%,-3.4%,8.6%
Cc1nn(CC(=O)N2CCCCCC2)c(=O)c2cc3occc3n12,-4.6%,4.4%,.,-12.7,-0.6%,.,2.9%,.,-2.3%,2.0%,0.5%
O=C(NCCNCc1ccccn1)c1ccco1,-0.6%,-17.1%,-3.4,12.1,-0.2%,-5.3%,4.5%,11.5%,-0.2%,-0.7%,6.9%

# Bioassay records from PubChem.

# Not all compounds are listed. The share of hits here may be higher or lower than overall.
